OX1R antag-1 – antagonists of human orexin 1 receptor (OX1R); hit rate 1.8% among 330,000; inhibition, % at 6.6 µM; Orexin/Hypocretin receptor type 1 (Homo sapiens), O43613; AID 485270, 2010; OX1R-expressing cells, FRET antagonist read-out; in the data active = inhibition mostly above about 38%, no sharp cut-off; inactive = mostly below about 40%;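 also: 0% = agonist challenge alone and 100% = reference antagonist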
Target sequence (O43613 whole entry, looked up): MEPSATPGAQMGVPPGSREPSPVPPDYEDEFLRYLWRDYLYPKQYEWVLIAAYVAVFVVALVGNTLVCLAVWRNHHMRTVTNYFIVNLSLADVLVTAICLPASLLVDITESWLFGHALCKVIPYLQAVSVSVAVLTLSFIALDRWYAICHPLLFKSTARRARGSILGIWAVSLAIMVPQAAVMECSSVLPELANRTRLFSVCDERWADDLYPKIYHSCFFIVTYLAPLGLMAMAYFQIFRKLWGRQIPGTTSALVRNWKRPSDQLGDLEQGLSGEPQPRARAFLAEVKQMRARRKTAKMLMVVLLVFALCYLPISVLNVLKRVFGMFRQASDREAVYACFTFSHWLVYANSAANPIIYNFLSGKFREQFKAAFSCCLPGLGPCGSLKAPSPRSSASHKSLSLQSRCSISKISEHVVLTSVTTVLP
OX1R antag-2 – OX1R (HCRTR1) antagonists, primary screen, fluorescence, CHO/OX1R cells, Fluo-8 calcium, orexin A. Fluo-8 calcium fluorescence. inhibition, % at 5 µM. hit rate 0.43% among 330,000. AID 434989, 2010;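 active = inhibition above its plate's threshold, mean inhibition of all tested compounds on the plate plus 3 SD, cut at about 37% in these data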;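 also: 0% = orexin A challenge wells and 100% = SB-334867-A antagonist wells; not every result past the cut was called active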
STK33 inh – inhibitors of purified STK33 kinase, primary screen, biochemical, ADP-Glo luminescence, homogeneous, cell-free | inhibition, % at 10 µM | hit rate 0.073% among 320,000 | AID 2661, 2010 | Serine/threonine-protein kinase 33 (Homo sapiens), Q9BYT3 | MBP phosphorylation;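 active = inhibition at or above 25%, using the most active replicate where run in duplicate; inactive = inhibition below 25%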
Target sequence (Q9BYT3 whole entry, looked up): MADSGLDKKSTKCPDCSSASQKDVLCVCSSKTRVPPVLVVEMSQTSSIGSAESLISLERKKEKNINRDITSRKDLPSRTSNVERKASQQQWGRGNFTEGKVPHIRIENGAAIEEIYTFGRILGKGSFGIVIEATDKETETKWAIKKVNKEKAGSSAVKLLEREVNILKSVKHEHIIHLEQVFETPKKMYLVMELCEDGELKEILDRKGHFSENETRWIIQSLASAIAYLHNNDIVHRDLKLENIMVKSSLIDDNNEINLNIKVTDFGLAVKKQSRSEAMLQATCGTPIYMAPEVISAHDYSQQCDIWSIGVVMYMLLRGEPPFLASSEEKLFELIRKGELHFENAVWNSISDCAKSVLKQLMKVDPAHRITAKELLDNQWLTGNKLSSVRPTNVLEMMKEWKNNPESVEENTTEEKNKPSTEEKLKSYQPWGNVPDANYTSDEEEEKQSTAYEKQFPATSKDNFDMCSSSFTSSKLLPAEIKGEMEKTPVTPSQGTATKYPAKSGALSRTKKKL
The depositor's hits bear a star; / = no result given.

molecule	OX1R antag-1	OX1R antag-2	STK33 inh
COc1ccc(C(C)C)cc1S(=O)(=O)N1CCN(C)CC1	7	-25	0.1
CCOC(=O)N1CCN(C(=O)C(=O)Nc2sc3c(c2C(N)=O)CC(C)(C)OC3)CC1	15	-7	-3.2
Cc1ccc(-n2c(N)cc(=O)nc2SCC(=O)N2CCN(c3ccccc3)CC2)cc1	3	-19	-0.1
CN(C)CCC(=O)NCC1OCCc2ccccc21 (stereo not drawn)	16	5	-2.8
COc1ccccc1-c1nnc(SCC(=O)NC2CCCCC2)n1N	10	-9	-1.1
Cc1cc(C)c(NC(=O)c2ccoc2C)c(C)c1	8	-10	-0.9
O=C(/C=C/c1cccs1)N1CCC2(CC1)Oc1ccc(Cl)cc1C(=O)C21CC(c2cccnc2)=NO1 (stereo not drawn)	38	-2	-1.1
CCOC(OCC)c1cn(Cc2ccc3c(c2)C(=O)c2ccccc2C3=O)nn1	76*	-15	0.8
CC(=O)Nc1ccccc1NC(=O)c1cc(C)cc(C)c1	14	-17	-0.3
CCOc1cccc(C(=O)N2CCCCC2c2cccnc2)c1 (stereo not drawn)	6	-18	-1.6
COc1ccc(NC(=O)CSc2nc(N)c3cc4c(nc3n2)CC(C)(C)OC4)cc1	12	-32	-1.5
COc1ccc(S(=O)(=O)Nc2cccc3c2O[C@H](CN(C)CC2CCCCC2)[C@@H](C)CN([C@H](C)CO)C3=O)cc1	6	-19	-3.5
O=C(Cn1cc2c(n1)CCCC2)N1CCCc2ccccc21	18	-25	2.2
COc1ccccc1CNC(=O)C(C)NS(=O)(=O)c1ccc(Br)cc1 (stereo not drawn)	24	-33	3.9
CCC(C)(C(=O)NC1CCCC1)N(Cc1ccco1)C(=O)c1ccc2c(c1)OCO2 (stereo not drawn)	11	-30	-1.4
CCc1ccc(C2N(c3ccc(OC)cc3)C(=O)C3CCCN32)cc1 (stereo not drawn)	8	-11	-1.0
COC(=O)c1cc(NC(=O)c2cccc([N+](=O)[O-])c2C)ccc1Cl	11	-17	-1.3
COc1ccc(-c2cc(C(=O)N3CCc4ccccc4C3)no2)cc1OC	5	-27	1.8
O=C(CCCSc1nc2ccccc2[nH]1)Nc1nnc(-c2ccccc2)o1	7	-6	-0.5
CCOc1ccc(NC(=O)COc2ccc(OC)cc2)cc1	9	-8	-1.6

OX1R antag-1, entries above that show a hit.
molecule	OX1R antag-1	OX1R antag-2	STK33 inh
CCOC(OCC)c1cn(Cc2ccc3c(c2)C(=O)c2ccccc2C3=O)nn1	76*	-15	0.8

Continuation:
molecule	OX1R antag-1	OX1R antag-2	STK33 inh
N#Cc1c(NC(=O)CN2CCOCC2)oc(-c2ccccc2)c1-c1ccccc1	-5	-17	-1.5
Cc1cccc(NC(=O)c2nc[nH]c2C(=O)N[C@@H](CC(C)C)C(=O)OCc2ccccc2)c1	10	-3	0.6
Nc1c(N2CCCC2)cc(Cl)c2nonc12	40*	4	-0.3
Cc1cc(C)nc(NC(=O)CSc2nccc(C)n2)n1	10	6	-0.4
COc1ccc(COC(=O)N/N=C/c2cccs2)cc1	-15	-12	-0.9
O=C(CSc1nc2[nH]ncc2c(=O)[nH]1)Nc1ccc(F)cc1	10	-1	2.0
COc1ccccc1OCc1ccc(C(=O)Nc2ccc(Cl)cn2)o1	23	-36	-1.1
C#CCOCCOCCOCCNc1nc(N2CCN(C(=O)CCCCCCCCCCNC(=O)[C@H](CO)n3cc(CCCSC)nn3)CC2)nc(N2CCN(C(=O)CCCCCCCCCCNC(=O)[C@H](CCCCN)n3cc(CCO)nn3)CC2)n1	0	-8	12
COC(=O)c1cccc(NS(=O)(=O)c2ccc(OC)c(OC)c2)c1C	20	3	0.0
O=C(CSc1nc2c(c(=O)n1-c1ccc(Cl)cc1)SCC2)NCC1CCCO1 (stereo not drawn)	28	-47	-1.2
COC(=O)c1ccc(/C=N/Nc2nc(N3CCCCC3)nc(N3CCCCC3)n2)cc1	10	-13	0.1
Cc1ccc(-n2c(CCc3ccccc3)n[nH]c2=S)cc1C	-3	-19	-4.5
Fc1ccc(CNCc2ccccc2Cl)cc1	8	-3	-0.8
O=C1NC(c2ccc(Br)cc2)Nc2sc3c(c21)CCC3 (stereo not drawn)	20	-17	0.6
Cc1ccc(-c2nc3cnccn3c2Nc2ccccc2)o1	18	-20	2.9
Cc1cc(C)n(C(=O)CSc2nnc(SCC(=O)n3nc(C)cc3C)s2)n1	19	6	-2.2
COc1cccc(C(=O)CSc2nnc(-c3cc(OC)cc(OC)c3)o2)c1	-2	2	-1.7
COc1ccc(Cl)cc1NC(=O)CSc1nnc(C2CC2)n1C	17	-25	3.2
CC(c1ccccc1)C1CC(=O)N(c2ccc(C(=O)O)cc2)C1=O (stereo not drawn)	2	-1	-3.8
CCC(=O)N1COC[C@@H]1Cc1ccccc1	6	-12	-1.5
Cc1c(Cl)cn2c(=O)cc(CN3CCN(c4ccccc4)CC3)nc2c1Cl	14	-38	-2.1
CSc1cccc(NC(=O)CCn2c(=O)c3cccn3c3cccnc32)c1	32	-15	-2.5
O=c1c(-c2ccc(F)cc2)coc2cc(O)ccc12	-1	0	0.8
C/C(=N\NC(=O)Cc1ccc(Cl)cc1)c1ccccn1	8	18	0.1
CC(=O)Nc1ccc2nc(NC(=O)c3cccs3)sc2c1	20	-9	0.3
CN(C)S(=O)(=O)c1ccc(C(=O)N2CCN(S(=O)(=O)c3cccs3)CC2)cc1	12	-15	1.3
COc1ccc(S(=O)(=O)NCc2ccccn2)cc1NC(=O)c1ccccc1F	20	-4	-0.6
COc1ccc(NC(=O)Nc2ccc(N3CCCC3=O)cc2)cc1OC	15	-13	-0.9
CCCn1c(Sc2nnnn2-c2ccccc2)n[nH]c1=O	13	-14	-0.4
COC(=O)C1C(=O)NCC1c1ccc(C)cc1 (stereo not drawn)	14	11	-1.1
COc1ccccc1/C=C/CN1CCC(CO)(Cc2ccccc2)CC1	8	-24	1.1
COc1cccc(Nc2ccc(C(=O)O)cc2N)c1	15	-15	-1.3
C[C@H](CO)N1C[C@H](C)[C@@H](CN(C)C(=O)Nc2ccccc2)Oc2ccc(NS(=O)(=O)c3ccc(F)cc3)cc2C1=O	3	-11	-0.8
NS(=O)(=O)c1ccc(CNC(=S)NC2CCCCC2)cc1	0	-2	-1.9
O=C(NC1CCCCC1)c1cc2cc(Br)ccc2o1	16	-20	0.6
CCn1c(C2CCN(Cc3ccccc3)CC2)n[nH]c1=S	31	-2	/
Cc1ncsc1CCC(=O)N1CCCC(C(=O)c2cccc(Cl)c2)C1 (stereo not drawn)	4	-37	-2.1
NC(=O)CC(NC(=O)Cc1ccc(Br)cc1)c1ccc(N2CCC(Cc3ccccc3)CC2)c([N+](=O)[O-])c1 (stereo not drawn)	16	-3	0.5
COc1ccc(NC(=O)c2cnc(SC)nc2)cc1	7	-6	0.9
CN(CCOc1ccccc1)C(=O)C1CCC(=O)N(CCCN2CCCC2=O)C1 (stereo not drawn)	2	-8	-1.0
CN(CC(=O)N(CCO)Cc1ccccc1)S(=O)(=O)c1ccc2c(c1)c(=O)n(C)c(=O)n2C	3	-1	0.5
COC(=O)[C@@]1(C)[C@H]2C(=O)N(Cc3ccccc3)C(=O)[C@H]2[C@H]2CN=C(SCc3ccc(Cl)cc3)N21	3	-11	/
CC1=NN(c2nc3ccccc3s2)C(O)(C(F)(F)F)C1 (stereo not drawn)	8	0	-0.2
CCSc1nnc(NC(=O)CC(C)C)s1	19	-19	-1.2
Clc1ccccc1C(c1nnnn1Cc1ccco1)N1CCN(Cc2ccco2)CC1 (stereo not drawn)	14	-37	-1.1
O=[N+]([O-])c1cc(C(F)(F)F)ccc1NC1CCN(Cc2ccccc2)C1 (stereo not drawn)	26	-38	-1.1
CC(=O)Nc1cccc(C(=O)OCC(=O)Nc2ccc(Cl)cn2)c1	12	-3	0.9
Cn1c(=O)c2ccccc2n(CC(=O)NC2CCCCC2)c1=O	25	9	-0.4
CCOc1ccc(NS(=O)(=O)c2ccc3[nH]cc(C(=O)NCCOC)c(=O)c3c2)cc1	14	-19	0.0
Cc1ccc2c(c1C)NC(C)CC2C (stereo not drawn)	22	-19	-1.0
CCOc1ccc(CC(=O)Nc2c(C(=O)Nc3ccccc3)oc3ccccc23)cc1OCC	11	-53	0.7
CC1(C)Cc2[nH]c(=S)c(C#N)cc2CO1	12	-15	-0.8
COc1cc(OC)c(/C=N/NC(=O)c2ccncc2)cc1Br	14	-6	1.8
Cc1ccc(S(=O)(=O)NC(=NC(C)C(=O)O)c2ccccc2)cc1 (stereo not drawn)	16	-1	-3.6
CCOC(=O)C1CCN(C(=O)CN(c2ccc3c(c2)OCCO3)S(C)(=O)=O)CC1	10	-17	/
O=C(COC(=O)c1ccc(Cl)c(S(=O)(=O)N2CCOCC2)c1)NCc1ccco1	3	-9	-0.7
NS(=O)(=O)c1ccc(CCNC(=O)c2ccc(Br)s2)cc1	41	-7	-0.4
CC1CCCN(C(=O)c2cc3ccccc3cc2O)C1 (stereo not drawn)	6	-18	-0.7
Cc1ccc2oc(C(=O)Nc3ccc(S(=O)(=O)Nc4ncccn4)cc3)c(C)c2c1	14	-17	-1.4
O=C1CC(c2nc3ccccc3[nH]2)CN1Cc1ccccc1 (stereo not drawn)	14	-26	0.3

Other compounds follow:
molecule	OX1R antag-1	OX1R antag-2	STK33 inh
CCn1c(SCC(=O)c2ccc(O)c(O)c2)nnc1-c1ccc(C)cc1	10	-11	-0.7
COc1ccc(S(=O)(=O)Nc2cc(C)ccc2OC)cc1C	19	-29	-0.4
Cn1c(Oc2ccc3c(c2)OCO3)nc2c1c(=O)n(Cc1ccccc1)c(=O)n2C	11	-8	-2.0
CSc1nc2nc(-c3cccs3)cc(C(F)(F)F)c2c(=O)[nH]1	7	-14	-0.9
CC(C)c1ccc(/C=C2\SC(=S)N(CC(=O)NCCCN3CCOCC3)C2=O)cc1	15	-20	0.2
CCC(CO)Oc1cc(NC(=O)c2cccc([N+](=O)[O-])c2)c2ncn(C(C)C)c2c1 (stereo not drawn)	12	-25	3.4
Cc1oc(CC(C)C)c(CN)c1C(=O)O	1	-3	-0.1
S=C(NCCc1ccccc1)N1CCN(C2CCCCC2)CC1	5	-14	-1.5
COc1ccc(C(=O)N[C@H](C(=O)Nc2ccc(OC)nc2)C(C)C)cc1	5	-35	-1.3
COc1ccc(CCNC(=O)CC2Nc3ccccc3NC2=O)cc1OC (stereo not drawn)	16	5	0.6
COC(=O)[C@H](C)NC(=O)N1CCC(Cc2ccccc2)CC1	2	-14	-1.7
CC(Sc1nnc(-c2ccccc2Br)n1-c1cccc(C(F)(F)F)c1)C(N)=O (stereo not drawn)	12	-1	/
CCCn1c2ccccc2c2cnn(CC(=O)O)c(=O)c21	6	-6	-1.6
O=C(c1cccc(C(=O)N2CCN(c3ccccc3F)CC2)c1)N1CCN(c2ccccc2F)CC1	9	-18	-0.2
CCN(CC)CCNCC1C(=O)O[C@@H]2C[C@@]3(C)CCC[C@H](C)C3=C[C@H]12 (stereo partly drawn)	9	-17	-0.6
COc1ccccc1NC(=O)c1ccc2c(c1)CCN2S(C)(=O)=O	5	-21	1.3
COc1cc(C(=O)N2CCN(c3ccccc3)CC2)c([N+](=O)[O-])cc1OC	9	-27	0.0
Cc1cc(F)ccc1S(=O)(=O)N1CCCOC1CNC(=O)C(=O)NCCCN1CCOCC1 (stereo not drawn)	9	-20	-1.2
O=C(COc1ccc(Cl)cc1)NCCCNC(=O)c1cccnc1	19	-13	-0.6
CC(C)(C)OC(=O)N/N=C/c1cccn1-c1ccc([N+](=O)[O-])cc1	14	-19	-2.4

Among those listed so far, 9 contain two or more sulfur atoms:
molecule	OX1R antag-1	OX1R antag-2	STK33 inh
O=C(CSc1nc2c(c(=O)n1-c1ccc(Cl)cc1)SCC2)NCC1CCCO1 (stereo not drawn)	28	-47	-1.2
Cc1cc(C)n(C(=O)CSc2nnc(SCC(=O)n3nc(C)cc3C)s2)n1	19	6	-2.2
CC(=O)Nc1ccc2nc(NC(=O)c3cccs3)sc2c1	20	-9	0.3
CN(C)S(=O)(=O)c1ccc(C(=O)N2CCN(S(=O)(=O)c3cccs3)CC2)cc1	12	-15	1.3
NS(=O)(=O)c1ccc(CNC(=S)NC2CCCCC2)cc1	0	-2	-1.9
CCSc1nnc(NC(=O)CC(C)C)s1	19	-19	-1.2
NS(=O)(=O)c1ccc(CCNC(=O)c2ccc(Br)s2)cc1	41	-7	-0.4
CSc1nc2nc(-c3cccs3)cc(C(F)(F)F)c2c(=O)[nH]1	7	-14	-0.9
CC(C)c1ccc(/C=C2\SC(=S)N(CC(=O)NCCCN3CCOCC3)C2=O)cc1	15	-20	0.2

(further entries)
molecule	OX1R antag-1	OX1R antag-2	STK33 inh
Cc1cc(C(=O)OCC(=O)c2cccs2)c2ccccc2n1	20	-36	-0.1
Nc1nc(Cl)nc2c1ncn2[C@@H]1O[C@H](CO)[C@@H](O)[C@H]1O	17	10	-0.4
Cc1cc(Nc2ccc(F)c(Cl)c2)n2ncnc2n1	14	-2	1.1
CCOc1ccc(NC(=O)CCN2C(=S)NC(C)(C)CC2C)cc1 (stereo not drawn)	7	-18	-1.1

From PubChem
